SR-BI DiI-HDL act = activators of SR-BI mediated DiI-HDL uptake, primary screen, ldlA[mSR-BI] CHO cells, DiI fluorescence; 3 h; 100 = double the neutral-control signal; activation, % at 12.5 µM; 320,000 compounds, 0.096% hits;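 active = mean replicate activation of at least 60% and every replicate at or above 60%; inconclusive = mean or all-replicate condition met, but not both; inactive = mean below 60% and not all replicates reaching 60%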;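 also: 0% = median plate neutral-control signal and 100% = twice that signal; values of inactives mirror those of a sister screen read the other way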
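Material: SR-BI-overexpressing, LDLR-lacking CHO cells; schedule: compound exposure 3 h, 37 °C; reagent: DiI-labelled HDL at 10 µg/mL final; technique: bottom-read fluorescence, 550/595 nm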
MITF act = activators of MITF-driven TRPM1 promoter reporter, primary screen, cell-based, SK-MEL-5, luciferase, single point; SK-MEL-5 TRPM1-promoter luciferase, 24 h; % of positive control, neutral wells = 0; activation, % at 12.5 µM; 300,000 compounds, 0.75% hits;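 active = mean activation of at least 80% with every replicate also reaching 80%; inconclusive = mean reaches 80% but some replicate falls short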;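 also: 0% = neutral control wells and 100% = parthenolide positive control wells; values of inactives mirror those of a sister screen read the other way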
CAL PDZ FP-1 = untagged CAL PDZ binding inhibitors, primary screen, biochemical, fluorescence polarization, HTS; purified CAL PDZ, TMR-peptide fluorescence polarization, 1 h; AID 602252, 2012; inhibition, % at 24.9 µM; 300,000 compounds, 0.92% hits;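 active = mean inhibition of at least 30% with at least half of replicates also reaching 30%; inconclusive = no clear call, values can overlap the other calls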;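 also: 0% = DMSO neutral control and 100% = excess unlabeled competitor peptide PRC23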
NSD2 HMT inh = NSD2 histone methyltransferase inhibitors, primary screen, biochemical, AlphaScreen, single concentration, set 2. 310,000 compounds, 0.54% hits. Histone-lysine N-methyltransferase NSD2 (Homo sapiens), O96028. inhibition, % at 12.5 µM. NSD2 peptide methylation, 120 min. AID 743445, 2014; in the data active = inhibition above about 50%
Target sequence (O96028 whole entry, looked up): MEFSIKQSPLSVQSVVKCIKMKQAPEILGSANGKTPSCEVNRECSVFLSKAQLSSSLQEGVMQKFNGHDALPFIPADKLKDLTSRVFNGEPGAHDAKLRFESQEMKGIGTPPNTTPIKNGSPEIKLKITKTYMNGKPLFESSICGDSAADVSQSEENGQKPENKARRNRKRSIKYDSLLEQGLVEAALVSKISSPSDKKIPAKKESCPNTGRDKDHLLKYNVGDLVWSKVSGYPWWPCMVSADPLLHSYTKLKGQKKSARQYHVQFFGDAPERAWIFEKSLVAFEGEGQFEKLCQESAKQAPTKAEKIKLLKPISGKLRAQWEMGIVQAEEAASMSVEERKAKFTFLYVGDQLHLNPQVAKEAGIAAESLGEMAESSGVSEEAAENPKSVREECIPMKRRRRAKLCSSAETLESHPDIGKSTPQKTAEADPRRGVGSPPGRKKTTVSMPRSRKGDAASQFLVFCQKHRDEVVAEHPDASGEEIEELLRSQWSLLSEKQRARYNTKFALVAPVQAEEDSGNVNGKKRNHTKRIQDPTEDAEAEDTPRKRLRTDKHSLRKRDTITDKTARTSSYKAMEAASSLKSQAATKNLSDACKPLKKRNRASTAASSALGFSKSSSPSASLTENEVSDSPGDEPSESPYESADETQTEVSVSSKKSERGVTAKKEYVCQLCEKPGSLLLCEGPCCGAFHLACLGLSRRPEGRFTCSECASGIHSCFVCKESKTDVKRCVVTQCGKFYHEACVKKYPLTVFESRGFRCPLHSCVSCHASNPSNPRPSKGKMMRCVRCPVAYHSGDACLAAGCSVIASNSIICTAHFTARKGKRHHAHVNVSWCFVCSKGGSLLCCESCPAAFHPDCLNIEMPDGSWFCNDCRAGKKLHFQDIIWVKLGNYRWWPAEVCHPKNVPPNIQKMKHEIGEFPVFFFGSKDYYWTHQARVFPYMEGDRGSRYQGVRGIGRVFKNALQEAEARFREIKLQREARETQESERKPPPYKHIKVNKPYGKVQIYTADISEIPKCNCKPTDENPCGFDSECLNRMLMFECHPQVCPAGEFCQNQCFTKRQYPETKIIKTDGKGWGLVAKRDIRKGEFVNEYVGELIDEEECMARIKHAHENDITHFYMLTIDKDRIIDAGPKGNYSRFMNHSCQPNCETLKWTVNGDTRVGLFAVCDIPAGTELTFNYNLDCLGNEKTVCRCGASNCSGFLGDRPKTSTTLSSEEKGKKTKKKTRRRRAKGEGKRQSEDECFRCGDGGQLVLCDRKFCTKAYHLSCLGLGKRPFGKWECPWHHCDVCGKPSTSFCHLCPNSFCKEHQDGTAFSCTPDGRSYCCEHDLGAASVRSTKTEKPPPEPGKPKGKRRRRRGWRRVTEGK
dFosB act = activators of delta FosB homodimer, primary screen, biochemical, fluorescence polarization, TAMRA-CDK5 oligo, single point | purified delta FosB; percent of positive-control signal above neutral wells | AID 493131, 2011 | activation, % at 25 µM | 340,000 compounds, 0.99% hits | Protein FosB (Mus musculus), P13346;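 active = mean activation above about 17%, with every replicate also reaching it, limit read from the data, passing the limit was not always enough; inconclusive = only one of the two conditions met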;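 also: fluorescence polarization rise as delta FosB binds a TAMRA Cdk5 AP-1 oligo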
PfHsp90 yeast 2 = growth inhibition of PfHsp90-expressing yeast, primary screen, antimalarial PfHsp90 inhibitor project, S. cerevisiae, BacTiter-Glo luminescence, single point, set 2; 310,000 compounds, 0.32% hits; inhibition, % at 9.4 µM; AID 504621, 2011; BacTiter-Glo ATP, 48 h; yeast lacking PDR1 and PDR3 efflux regulators;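 active = every replicate shows inhibition above about 80%, whatever the replicate mean, limit read from the data; inconclusive = mean inhibition reaches the set limit but some replicate falls short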;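 also: 0% = DMSO neutral controls and 100% = 20 µM radicicol positive controls; yeast relying on Plasmodium falciparum Hsp90 in place of its own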
PvdQ acylase = P. aeruginosa PvdQ acylase inhibitors, primary screen, biochemical, fluorescence, plate reader and imaging, single point | PvdQ acylase [Pseudomonas aeruginosa LESB58] | purified PvdQ acylase | inhibition, % at 10 µM | 340,000 compounds, 0.063% hits; in the data active = inhibition above about 30%, passing the limit was not always enough; inconclusive = no clear call, values can overlap the other calls;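 also: 0% = vehicle neutral wells and 100% = reference inhibitor wells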
SR-BI DiI inh = inhibitors of SR-BI mediated HDL lipid uptake, primary screen, ldlA[mSR-BI] cells, fluorescence, single point. Scavenger receptor class B member 1 (Mus musculus), Q61009. ldlA[mSR-BI] CHO cells, DiI-HDL uptake fluorescence, 3 h. inhibition, % at 12.5 µM. 320,000 compounds, 0.96% hits. AID 488896, 2010;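 active = mean replicate inhibition of at least 70% and a set share of replicates each scoring 70 or more; inconclusive = meets just one of the two criteria; inactive = fails both criteria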;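 also: 0% = median of neutral control wells and 100% = median of positive control wells; values of inactives mirror those of a sister screen read the other way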
Rtt109 Vps75 = inhibitors of C. albicans Rtt109/Vps75 HAT, primary screen, biochemical, ThioGlo CoA-SH fluorescence, plate reader; AID 540336, 2011; inhibition, % at 34.9 µM; purified Rtt109/Vps75, 4 h; Histone acetyltransferase RTT109 (Candida albicans (strain SC5314 / ATCC MYA-2876)), …; 330,000 compounds, 0.16% hits;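 active = inhibition of at least 50% in every replicate; inconclusive = best replicate reaches 50% inhibition but some replicates fall short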
CAL PDZ FP-2 = CAL PDZ peptide-binding inhibitors, primary screen, biochemical, fluorescence polarization, Cer-tagged CAL PDZ, HTS; Golgi-associated PDZ and coiled-coil motif-containing protein (Homo sapiens), Q9HD26; purified CAL PDZ, TMR-peptide fluorescence polarization, 1 h; inhibition, % at 20 µM; 330,000 compounds, 0.02% hits; AID 504414, 2011;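 active = highest replicate inhibition of at least 40%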;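 also: plate controls were DMSO neutral control wells for no effect and unlabeled competitor peptide control wells for full effect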
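material = purified tagged CAL PDZ domain construct (CerCALP) | buffer or medium = sodium phosphate/NaCl buffer pH 7.4 with TCEP, IgG, Thesit | reagent = TMR-labelled reporter peptide T*-PRC34 bound in PDZ groove | incubation = 1 h room-temperature incubation prior to read | measured by = fluorescence polarization (mP) | evaluation = percent inhibition from loss of millipolarization | control set = unlabelled peptide and DMSO controls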
Active calls of the source: *; ? = inconclusive; . = not tested or not shown.

Value order: SR-BI DiI-HDL act | MITF act | CAL PDZ FP-1 | NSD2 HMT inh | dFosB act | PfHsp90 yeast 2 | PvdQ acylase | SR-BI DiI inh | Rtt109 Vps75 | CAL PDZ FP-2
- CC(=O)c1cccc(NC(=O)/C(=C/c2ccncc2)NC(=O)c2ccccc2)c1
    3.0 | 2.4 | -0.8 | -5.8 | -3.4 | -87.4 | -15.6 | -3.0 | -1.0 | -1.1
- Cn1c2c(c(=O)n(C)c1=O)C(c1ccc(Cl)cc1)C(C#N)=C(N)O2 (stereo unspecified)
    45.1 | 1.8 | 4.0 | 0.6 | 1.3 | -19.0 | -9.3 | -45.1 | -0.3 | -0.6
- COc1cccc(NC(=O)c2oc3ccccc3c2NC(=O)C2CC2)c1
    -26.7 | 15.3 | 2.1 | -1.4 | -31.4 | . | -6.4 | 26.7 | -2.1 | -6.6
- CN(C)c1ccc(N2C(=NC(=O)CCC3CCCC3)SC3CS(=O)(=O)CC32)cc1 (stereo unspecified)
    -3.7 | -2.3 | -0.8 | 2.7 | -2.7 | -10.8 | -12.6 | 3.7 | -1.4 | 0.4
- COc1ccc(NC(=S)N/N=C/c2ccc(F)cc2)cc1OC
    -21.4 | 19.7 | -1.8 | 4.6 | 4.1 | -3.0 | 8.9 | 21.4 | 11.1 | 0.7
- CCC(NC(=O)NNC(N)=S)(C(F)(F)F)C(F)(F)F
    -57.5 | -1.0 | -2.6 | -4.6 | -2.3 | -0.7 | -9.8 | 57.5 | -9.4 | -0.2
- COc1ccc(-c2csc(N(CC(C)C)C(=O)c3ccco3)n2)cc1
    -26.1 | 2.3 | 2.4 | 3.6 | -10.4 | -6.4 | 4.8 | 26.1 | 16.4 | -0.8
- COC(=O)c1[nH]c2cccc(OC)c2c1NC(=O)CN1CCN(c2cccc(OC)c2)C(C)C1 (stereo unspecified)
    . | -8.8 | -4.0 | 7.0 | -15.1 | -31.4 | -11.6 | 13.1 | 12.5 | 0.7
- Oc1cc(Cc2ccccc2)cnc1CN1CCOCC1
    9.9 | 8.6 | . | 0.1 | -1.2 | 0.5 | -0.7 | -9.9 | 6.2 | -1.1
- Cc1ccc(OCCCC(=O)ON=C(N)c2ccccc2C)cc1
    6.1 | -7.3 | -2.3 | -2.8 | 1.3 | -37.5 | -12.0 | -6.1 | -11.2 | -1.1
- COCCCNc1nc2c(c(=O)[nH]c(=O)n2C)n1CCCc1ccccc1
    1.2 | 2.0 | -4.2 | -0.3 | -1.5 | -13.8 | -17.0 | -1.2 | 4.9 | -0.2
- NC(Cc1cccc2nsnc12)C(=O)O (stereo unspecified)
    16.0 | -3.8 | -2.0 | 1.9 | -3.1 | 19.5 | 7.0 | -16.0 | -7.9 | -0.9
- COc1cccc(/C(=N/O)C2CC2c2ccc(Cl)cc2)c1 (stereo unspecified)
    -5.9 | 11.3 | -3.9 | 2.1 | -10.8 | -23.0 | 4.2 | 5.9 | 4.4 | -2.3
- Cc1cccc(N2CCN(C(=O)c3ccc(-n4cncn4)c([N+](=O)[O-])c3)CC2)c1C
    . | -20.3 | . | 4.1 | 2.9 | -1.0 | -4.2 | 17.7 | 6.9 | -0.1
- Clc1ncn(C23CC4CC(CC(C4)C2)C3)n1
    -8.1 | 6.4 | -2.8 | -0.9 | -4.7 | -18.4 | -8.7 | 8.1 | 2.0 | -2.5
- Cc1ccc(C(=O)O/N=C(\N)c2ccccn2)cc1Cl
    2.4 | . | -1.0 | -6.4 | -8.5 | 2.5 | 6.3 | -2.4 | -6.0 | -1.0
- COC(=O)c1cn(C(=O)c2cc(Cl)ccc2Cl)c2ccccc12
    -42.3 | -1.7 | . | -1.9 | -12.9 | 1.0 | 9.0 | 42.3 | 8.1 | 0.2
- COC(=O)c1cc(NS(=O)(=O)c2ccc(N3CCOCC3)c(N)c2)cc(C(=O)OC)c1
    -2.4 | -10.2 | -0.6 | 2.6 | -4.5 | 3.9 | -0.4 | 2.4 | 7.5 | 0.4
- CCOC(=O)N1CCN(S(=O)(=O)c2ccc(C(=O)N(CCN(CC)CC)c3nc4c(C)cccc4s3)cc2)CC1
    -14.5 | 11.4 | -0.3 | 2.3 | ? | -19.9 | -11.8 | 14.5 | 8.8 | -1.1
- CC(C)=C[C@@H]1C[C@H](C)[C@H]2CC[C@H](C)c3c(O)c(O)c(C)c1c32
    -22.0 | -1.1 | 2.4 | . | 6.1 | 0.5 | 4.9 | 22.0 | -2.2 | 0.4
- COc1ccc(Nc2nnc(SCC(=O)c3cc4ccccc4o3)s2)cc1
    . | 10.0 | 0.5 | . | -7.9 | -26.4 | 4.2 | . | 45.1 | -2.1
- CC(C)c1ccc(NC(=O)CCNC(=O)N2CC(=O)Nc3ccccc32)cc1
    12.5 | -10.2 | -0.7 | -5.7 | -6.0 | 1.0 | -11.5 | -12.4 | -8.5 | -3.5
- C/C(CC(=O)Nc1cccc(Cl)c1Cl)=N\NC(=O)c1ccccc1Br
    9.1 | -3.1 | -2.9 | . | -4.8 | -15.5 | -6.1 | -9.1 | 3.0 | -0.1
- CCOc1ccc(NC(=O)COC(=O)c2ccc3c(c2)OCCO3)cc1
    11.8 | -6.2 | -2.6 | 0.4 | 5.3 | -7.0 | -5.2 | -11.8 | 8.2 | 1.3
- N#Cc1c(NC(=O)C2CC(Cl)=CCC2C(=O)O)sc2c1CCCC2 (stereo unspecified)
    4.5 | 1.9 | -3.4 | -0.8 | 1.6 | 3.4 | -3.8 | -4.5 | 3.5 | -1.4
- O=[N+]([O-])c1c(NCCCO)cc(N2CCN(Cc3ccc4c(c3)OCO4)CC2)c2nonc12
    . | 1.9 | -5.2 | 1.0 | 0.3 | 8.0 | 2.8 | . | 2.5 | -3.8
- CC(C)NC(=O)c1ccc(C(C)C)cc1
    19.1 | 2.4 | 0.6 | -9.0 | 5.0 | 4.9 | -17.6 | -19.1 | -1.9 | -0.5
- CC(=O)NC(=O)c1ccc(-c2ccc(Cl)cc2)o1
    16.5 | 11.6 | -0.4 | -6.9 | 25.7* | -14.7 | 6.5 | -16.5 | . | -2.0
- O=C1c2ccccc2C(=O)N1CCCn1c2ccc(Cl)cc2c2nc3ccccc3nc21
    . | 5.7 | -5.0 | . | -3.1 | -20.9 | -1.0 | . | 35.0 | -2.2
- Cc1ccc(-n2nc3cc(Cl)c(NC(=O)c4ccco4)cc3n2)cc1
    1.3 | 19.3 | -1.2 | 0.2 | -3.9 | -10.5 | -13.6 | -1.3 | 2.6 | -0.1
- Cc1ccc2[nH]cc(/C=C/c3cc[n+](C)cc3)c2c1
    -3.4 | -34.1 | -1.5 | 1.4 | 2.8 | 10.9 | 8.4 | 3.4 | -4.0 | 0.3
- COc1ccccc1C(=O)NCC(=O)NCCc1ccc(Cl)cc1
    . | 9.9 | . | -5.5 | -1.6 | -22.2 | 0.8 | . | 5.0 | -0.2
- COc1ccc(Cl)cc1C(=O)N1CCC2(CC1)CC(=O)c1ccccc1O2
    0.8 | -3.6 | . | -0.7 | -8.3 | -5.0 | 5.6 | -0.8 | 0.6 | -0.5
- CN(CC(=O)Nc1c(Cl)cccc1Cl)C(=O)c1ccccc1Cc1ccccc1
    27.3 | 11.6 | -2.1 | 0.1 | 5.0 | -3.9 | -7.0 | -27.3 | 11.5 | -0.9
- CCC(NC(=O)C1CCCO1)c1ccccc1 (stereo unspecified)
    10.1 | 3.9 | -2.9 | -4.1 | 1.9 | 0.7 | -23.5 | -10.1 | -1.6 | .
- COc1ccc(/C=C2\SC(=S)N(CCC(=O)N3CCOCC3)C2=O)cc1
    9.9 | 10.5 | -1.8 | -3.0 | -8.8 | . | -2.4 | -9.9 | 4.8 | -3.4
- CN(C)/C=C/C(=O)c1ccc(Cl)s1
    11.7 | 7.0 | 2.8 | -0.2 | -6.6 | -12.7 | -7.5 | -11.7 | 9.4 | -3.3
- COC(=O)[C@@H]1C[C@@]2(O)[C@H](O)[C@H](O)[C@H](O)C[C@H]2N1Cc1ccccc1OS(=O)(=O)c1ccc(C)cc1
    42.1 | 1.3 | 1.1 | . | -1.5 | 0.1 | 1.1 | -42.1 | -2.9 | -0.3
- CC(C)(C)C(=O)N1CCN(C(c2ccccc2)c2ccccc2)CC1
    1.5 | -0.1 | -1.4 | -4.1 | -2.1 | 1.9 | -11.4 | -1.5 | -1.6 | 1.4
- CC1(C)Cc2cccc(C(=O)Nc3ccc(Cl)cc3)c2O1
    -60.8 | 6.4 | -3.7 | -2.8 | -10.2 | 2.9 | -13.3 | 60.8 | -5.9 | -1.6
- CN(C)C(=O)CCc1ccc2c3c([nH]c2c1)[C@]1(CCC2CCCC2)[C@@H](C(=O)N2CCOCC2)C[C@H](CC(=O)NCCC2=CCCCC2)C(=O)N1CC3
    9.6 | -15.0 | 0.7 | . | -12.5 | 20.9 | -13.8 | -9.6 | -0.5 | 0.2
- CCn1nc(C(=O)Nc2cc(Cl)ccc2-n2cncn2)c2ccccc2c1=O
    -47.1 | 10.2 | 57.6* | -1.3 | -3.0 | . | -11.3 | 47.1 | -4.6 | -0.8
- CC(=O)Nc1ccc(NC(=O)C/C(C)=N/NC(=O)C(=O)N2CCCC2)cc1
    18.9 | 4.4 | 2.3 | -4.4 | -0.4 | 6.2 | -2.6 | -18.9 | 2.9 | -1.8
